NPY-Y1 antag = antagonists of human neuropeptide Y receptor Y1; P25929; HEK293-CNG Y1 cells, membrane potential fluorescence; NPY at EC95, then isoproterenol; inhibition, % at 3.6 µM; 1% of 200,000 active; AID 1040;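 active means inhibition above the campaign mean inhibition of all tested compounds plus 3 SD, cut at about 20% in these data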;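 further: 0% = DMSO wells given NPY plus isoproterenol and 100% = isoproterenol alone without NPY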
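Assay system: HEK293 cells with Y1 receptor plus CNG channel | Probe or stimulus: NPY (25 nM), isoproterenol (1 µM), Ro 20-1724 (25 µM) | Timing: Compound incubation 1 h at room temperature, readout 45 min post-stimulation | Measured by: Membrane-potential fluorescent dye readout | Benchmarks: High control isoproterenol alone, low control NPY with isoproterenol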
NPY-Y1 PAM-ag = potentiates or activates human NPY-Y1 receptor; P25929; NPY-Y1 expressing cells, potentiator/agonist activation; activation, % at 3.6 µM; 0.37% of 220,000 active; AID 1304; in the data active means activation above about 33%, passing the limit was not always enough;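 further: cells stimulated with NPY at EC10 then isoproterenol at EC100; 0% = low agonist plus stimulus and 100% = saturating agonist plus stimulus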
PGE2 EP2 inh = inhibitors of human EP2 prostaglandin E2 receptor. P43116. C6 glioma cells expressing human EP2, cAMP TR-FRET; cells stimulated with saturating PGE2. inhibition, % at 25 µM. 0.52% of 260,000 active. AID 1422;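 active means percent inhibition above 40 after rounding to a whole number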;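 further: rat C6 glioma host cells with rolipram phosphodiesterase inhibitor present; the protocol text gives 20 µM as final concentration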
Target sequence (P43116 whole entry, looked up): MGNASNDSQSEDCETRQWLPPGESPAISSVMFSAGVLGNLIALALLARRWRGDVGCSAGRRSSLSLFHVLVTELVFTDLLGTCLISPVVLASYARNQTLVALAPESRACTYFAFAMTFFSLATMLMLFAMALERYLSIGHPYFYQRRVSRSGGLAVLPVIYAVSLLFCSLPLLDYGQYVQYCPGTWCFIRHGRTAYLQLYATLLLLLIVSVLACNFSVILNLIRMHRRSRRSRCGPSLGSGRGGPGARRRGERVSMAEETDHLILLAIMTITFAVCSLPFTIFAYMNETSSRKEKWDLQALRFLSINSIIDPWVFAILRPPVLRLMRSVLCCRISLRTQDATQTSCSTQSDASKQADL
p97 inhibitor = inhibitors of human p97 ATPase; 0.42% of 220,000 active; P55072; inhibition, % at 8 µM; recombinant p97 ATPase, Kinase-Glo ATP luminescence, 3 h; in the data active means inhibition above about 15%;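 further: 0% = DMSO vehicle and 100% = wells lacking enzyme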
S1P4 ag = human S1P4 receptor agonism. 0.35% of 220,000 active. activation, % at 4.98 µM. S1P4-expressing cell line, agonist reporter assay; in the data active means activation above about 11%;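 further: 0% = DMSO vehicle and 100% = reference agonist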
eIF4E-4G inh = eIF4E/eIF4G interaction inhibition in translation initiation; 0.37% of 220,000 active; TR-FRET eIF4E-eIF4GI(517-606) binding, 2 h; inhibition, % at 21.7 µM; P63073+Q04637;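 active means inhibition above about 30%, limit read from the data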;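 further: 0% = full FRET control wells and 100% = background wells lacking eIF4GI fragment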
EP2 mod = EP2 receptor (human) modulation; EP2-expressing cells, cAMP HTRF FRET, PGE2 co-stimulation; induction, % at 25 µM; 0.83% of 260,000 active; AID 940;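 active means compounds whose cAMP rise, as percent of the full-agonist control response, exceeds 60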;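 further: rat C6 glioma line stably carrying human EP2 under a CMV promoter; the protocol text gives 20 µM as final concentration; 100% = response of wells given 1 µM PGE2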
S1P4 antagonist = human S1P4 receptor antagonism; S1P4-expressing cells, antagonist mode, reporter read-out; O95977; AID 1510; 0.26% of 220,000 active; inhibition, % at 4.98 µM; in the data active means inhibition above about 29%;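 further: 0% = wells stimulated with agonist and 100% = vehicle wells without agonist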
NPY2 pot ag = potentiates or activates human NPY-Y2 receptor. cells expressing NPY-Y2, potentiator/agonist read-out. activation, % at 3.6 µM. AID 1359. P49146. 0.45% of 220,000 active; in the data active means activation above about 27%;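 further: cells stimulated with NPY near EC25 plus isoproterenol at EC100; 0% = vehicle plus submaximal agonist and 100% = vehicle plus saturating agonist; some results beyond the cut were filed as inactive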
Target sequence (P49146 whole entry, looked up): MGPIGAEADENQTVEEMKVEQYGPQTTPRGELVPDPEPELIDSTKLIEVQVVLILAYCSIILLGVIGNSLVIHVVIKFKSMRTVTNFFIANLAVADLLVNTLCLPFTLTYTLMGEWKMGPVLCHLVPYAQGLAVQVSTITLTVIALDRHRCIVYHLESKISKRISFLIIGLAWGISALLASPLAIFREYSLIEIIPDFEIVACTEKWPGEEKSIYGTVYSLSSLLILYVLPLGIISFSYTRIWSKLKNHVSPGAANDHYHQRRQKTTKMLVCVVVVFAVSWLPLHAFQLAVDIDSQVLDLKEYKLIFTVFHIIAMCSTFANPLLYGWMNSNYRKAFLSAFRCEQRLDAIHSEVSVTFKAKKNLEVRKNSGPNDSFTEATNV
Active calls of the source: *; · = not tested or not shown; [ ] = remark or other dose. The list is partial (hit frequency here may not be typical).

Start of the data: the first 12 entries, ahead of the listing:
SMILES	NPY-Y1 antag	NPY-Y1 PAM-ag	PGE2 EP2 inh	p97 inhibitor	S1P4 ag	eIF4E-4G inh	EP2 mod	S1P4 antagonist	NPY2 pot ag
Nc1nc2c([N+](=O)[O-])cccc2s1	0	-15	5	-4	1.4	2	-6	-19	1
Cc1ccc(NC(=O)COC(=O)c2cccnc2Cl)cc1S(=O)(=O)N1CCCCC1	-2	4	6	1	0.0	0	-16	-20	10
O=C(Cn1cc2c(n1)CCCCC2)N1CCc2ccccc2C1	-5	15	11	5	2.1	0	-15	-1	13
COC(=O)CC1=C(C(=O)OC)C(c2ccc3c(c2Cl)OCO3)C(C#N)=C(N)O1 (stereo unspecified)	-1	10	8	1	-0.2	3	6	-16	-16
O=C(/C=C/c1cccc([N+](=O)[O-])c1)NCCSc1ccccc1	3	4	14	-1	2.1	8[fluorescence artefact?]	-62	-21	2
CCOC(=O)Cc1csc(NC(=O)CSc2nnc(-c3cccnc3)n2Cc2ccco2)n1	8	-15	12	3	-1.5	3	9	-5	-2
O=C(NCc1ccccn1)C1CCC(=O)N1C1CCCC1 (stereo unspecified)	5	2	11	6	0.3	·	·	-19	19
O=C(COC(=O)c1cc(F)c(F)cc1Cl)NC1CC1	0	11	2	2	0.4	1	-9	-28	9
COc1ccccc1CCc1nnc(CCC(=O)NCCOc2cccnc2)o1	-1	17	5	5	1.1	-1	29	0	-2
CCCCN(C)C(=O)c1nc2ccccn2c1CNC1CCC1	6	-1	11	1	1.9	-3	14	0	1
COc1ccc(C(=O)Nc2ccccc2NC(=O)c2ccco2)c(OC)c1	2	-20	1	-2	0.2	0	-9	-18	-5
C=C(C)c1cccc(C(C)(C)NC(=O)NCc2ccc(OC)cc2)c1	-3	2	6	0	2.7	0	-5	-8	1

The whole of this part, from the first entry:
SMILES	NPY-Y1 antag	NPY-Y1 PAM-ag	PGE2 EP2 inh	p97 inhibitor	S1P4 ag	eIF4E-4G inh	EP2 mod	S1P4 antagonist	NPY2 pot ag
Nc1nc2c([N+](=O)[O-])cccc2s1	0	-15	5	-4	1.4	2	-6	-19	1
Cc1ccc(NC(=O)COC(=O)c2cccnc2Cl)cc1S(=O)(=O)N1CCCCC1	-2	4	6	1	0.0	0	-16	-20	10
O=C(Cn1cc2c(n1)CCCCC2)N1CCc2ccccc2C1	-5	15	11	5	2.1	0	-15	-1	13
COC(=O)CC1=C(C(=O)OC)C(c2ccc3c(c2Cl)OCO3)C(C#N)=C(N)O1 (stereo unspecified)	-1	10	8	1	-0.2	3	6	-16	-16
O=C(/C=C/c1cccc([N+](=O)[O-])c1)NCCSc1ccccc1	3	4	14	-1	2.1	8[fluorescence artefact?]	-62	-21	2
CCOC(=O)Cc1csc(NC(=O)CSc2nnc(-c3cccnc3)n2Cc2ccco2)n1	8	-15	12	3	-1.5	3	9	-5	-2
O=C(NCc1ccccn1)C1CCC(=O)N1C1CCCC1 (stereo unspecified)	5	2	11	6	0.3	·	·	-19	19
O=C(COC(=O)c1cc(F)c(F)cc1Cl)NC1CC1	0	11	2	2	0.4	1	-9	-28	9
COc1ccccc1CCc1nnc(CCC(=O)NCCOc2cccnc2)o1	-1	17	5	5	1.1	-1	29	0	-2
CCCCN(C)C(=O)c1nc2ccccn2c1CNC1CCC1	6	-1	11	1	1.9	-3	14	0	1
COc1ccc(C(=O)Nc2ccccc2NC(=O)c2ccco2)c(OC)c1	2	-20	1	-2	0.2	0	-9	-18	-5
C=C(C)c1cccc(C(C)(C)NC(=O)NCc2ccc(OC)cc2)c1	-3	2	6	0	2.7	0	-5	-8	1
CC1CCN(c2c(NCC3CCC(C(=O)NC4CCCCCC4)CC3)c(=O)c2=O)CC1 (stereo unspecified)	·	-20	5	-6	-1.1	-2	0	2	-19
Cc1c(C(=O)N(Cc2ccc(N(C)C)cc2)C2CCS(=O)(=O)C2)oc2ccccc12 (stereo unspecified)	·	24	13	3	1.4	9	18	-29	5
Nc1c(C(=O)NCc2ccco2)c2nc3ccccc3nc2n1CCc1ccc(F)cc1	1	9	4	3	3.6	-2	31	-12	3
O=C(CSc1nnc(-c2c[nH]c3ccccc23)o1)N1c2ccccc2CCc2ccccc21	-11	17	12	-1	0.5	-2	-24	-8	23
O=C(COc1ccccc1CNCc1ccccc1)Nc1ccccc1	19	-36	8	1	-0.1	2	-20	4	-31
COc1ccc(N2CCN(C(=O)Cn3cnc4c3c(=O)n(C)c(=O)n4C)CC2)cc1	-5	-5	5	4	0.2	5	-8	-16	-12
O=C(CCN1C(=O)c2ccccc2C1=O)NC1=NCCS1	-3	-12	5	6	25*	-7[fluorescence artefact?]	12	-13	10
NS(=O)(=O)c1ccc(CCn2c(=S)[nH]c3ccccc3c2=O)cc1	·	4	12	8	1.1	6	-27	-7	5
CCCCSC(=S)N(C)C1CCS(=O)(=O)C1 (stereo unspecified)	-5	-2	1	-2	0.3	-2	-6	-6	8
CCOC(=O)C(CC)/C(C)=N/NC(=O)c1ccc([N+](=O)[O-])cc1 (stereo unspecified)	6	8	15	1	0.9	-8	5	-4	-7
COc1cccc(N/C(SCc2ccccc2Cl)=C(/C#N)C(=O)NCc2cccs2)c1	10	-14	8	-10	-0.8	2	26	-14	5
O=C(CSCc1ccccc1)Nc1cc([N+](=O)[O-])ccc1F	1	-6	7	2	-0.9	1	-20	2	-2
O=C(NC1CCCC1)C(c1c[nH]c2ccccc12)N(C(=O)Cn1nnc(-c2ccc(Cl)cc2)n1)c1ccccc1 (stereo unspecified)	7	15	3	9	-0.1	0	-23	-19	-8
Cc1nn(-c2ccccc2)c(C)c1/C=N/N1CCN(c2ccccn2)CC1	2	-4	3	6	0.7	-3	-35	17	-8
Cc1cccc(NC(=O)CSc2nnc(C)c(=O)n2N)c1C	-4	5	1	-3	-0.5	3	35	-8	2
CCOc1ccc2nc(C(C)O)[nH]c2c1 (stereo unspecified)	4	13	·	2	-2.4	11	10	4	5
O=C(c1cc([N+](=O)[O-])ccc1Cl)N1CCN(c2ccc([N+](=O)[O-])cc2)CC1	-4	-13	8	7	0.8	11	-77	-18	7
COc1cc([N+](=O)[O-])ccc1NC(=O)C[n+]1ccccc1	1	-13	6	7	0.8	4[fluorescence artefact?]	25	-16	2
O=C(Nc1cccc(C(F)(F)F)c1)C1CCCCC1	18	16	12	-10	-2.6	-3	-31	20	-11
O=C(CN1CCN(Cc2ccccc2)CC1)N/N=C/C=C/c1ccccc1[N+](=O)[O-]	-2	-9	12	-9	-0.6	4	-6	-4	-12
CCCCCCn1c(SCC(=O)c2c(N)n(C)c(=O)n(C)c2=O)nc2ccccc21	0	9	17	5	-0.2	-6	32	-21	-7
COCCN(C(=O)CN1CCN(S(=O)(=O)c2ccc(F)cc2)CC1)c1c(N)n(Cc2ccccc2)c(=O)[nH]c1=O	-1	-27	9	5	5.4	1[fluorescence artefact?]	41	3	4
Cc1ccc(-c2nnn(CC(=O)N(Cc3cccs3)C(C(=O)NC3CCCCC3)c3ccco3)n2)o1 (stereo unspecified)	5	-6	10	-3	1.9	-2	17	-3	-14
Cc1ccc(SCc2cc(=O)[nH]c(Nc3nc(C)c4ccccc4n3)n2)cc1	2	-5	8	4	-3.5	-2	3	0	2
Cc1ccc(N2CC(C(=O)NCc3ccc4c(c3)OCO4)CC2=O)cc1C (stereo unspecified)	7	-14	1	1	0.5	3	-13	-7	-17
O=C(Nc1ccccc1Cl)N1CCn2c(nc3ccccc32)C1	2	16	11	2	2.7	-6	-4	1	-11
CC(C)c1ccc(S(=O)(=O)N2CCCCC2)cc1	6	-8	5	-4	-0.5	0	14	-3	-2
O=C(CN1CCN(S(=O)(=O)/C=C/c2ccccc2)CC1)Nc1ccc(N2CCOCC2)cc1	5	-2	4	-5	0.1	1	-12	-2	0
O=c1[nH]cc(C(F)(F)F)cc1NS(=O)(=O)c1ccc([N+](=O)[O-])cc1	3	-9	9	2	-0.9	3	25	-5	7
CC(=O)Nc1ccc(NC(=O)CSc2ccc(-c3ccco3)nn2)cc1	1	3	10	4	0.1	0	5	-6	-6
Cc1cc(SCC(=O)NN=C2CCN(C(C)C)CC2)c(C)cc1Br	1	-17	13	2	1.3	2[fluorescence artefact?]	-30	-13	-10
O=C(N1CCOCC1)N1CCCN(C(=O)N2CCOCC2)CC1	2	5	7	-4	0.1	4[fluorescence artefact?]	6	-6	-5
CCN(CC)C(=O)CSC1=N/C(=C/c2ccco2)C(=O)N1c1ccc(OC)c(Cl)c1	8	-4	8	4	-0.5	8[fluorescence artefact?]	8	-1	0
Cc1nn(C2CCS(=O)(=O)C2)c(C)c1C=O (stereo unspecified)	-3	-7	5	0	0.7	1	1	-5	2
O=C(Nc1ccc(OC(F)F)c(Cl)c1)c1ccccn1	-2	39*	5	0	1.1	-4	-43	-1	-3
Cn1c(=O)c2c(nc(CN3CCc4ccccc4C3)n2CCCO)n(C)c1=O	4	-2	14	6	-0.1	-3	-6	-15	5
C=CCn1c(O)c(N=NC(=O)c2ccc3c(c2)OCO3)c2ccccc21	-1	5	10	5	-2.0	8	-13	8	20
CCCC(=O)NCCc1ccc(S(N)(=O)=O)cc1	-2	-23	6	3	1.2	-1	5	3	-7
Nc1cccc(Cl)c1N1CCOCC1	7	8	5	1	2.1	1	17	0	-7
CN=c1scc(-c2ccc(OC)cc2)n1/N=C(\C)c1cccnc1	-5	15	5	4	2.5	4	-74	-26	17
O=[N+]([O-])c1ccccc1-c1nc(-c2ccc(Br)o2)no1	5	-9	4	7	0.6	4	-42	-11	8
COc1ccc(OC)c(CNc2nc3ccccc3n2CCN2CCCCC2)c1	33*	-20	7	-1	-0.6	-1	-20	14	-6
CCOC(=O)CSc1ncnc2c1cnn2-c1ccc(Cl)cc1	-1	2	3	4	1.0	0	42	1	4
Cn1c(=N)n(CC(=O)c2ccccc2)c2ccccc21	·	-8	4	3	-0.9	-4	-6	8	3
Cc1cccc(OCCCCCNCCO)c1	5	-2	10	3	-2.8	·	·	-9	-13
COCC(=O)NCc1ccc2c(c1)cc(C)n2C	1	-9	6	0	0.2	-3	21	-3	-14
COc1ccc(/C(C)=C2\SC(=S)N(CCC(=O)O)C2=O)cc1	23*	-34	9	-5	0.3	-11	35	6	-42
CCOC(=O)c1cccnc1SC(CC)C(=O)NCc1ccco1 (stereo unspecified)	-2	-4	5	3	1.3	-17	51	-2	9
CCOC(=O)N1CCc2c(sc3ncn(Cc4ccc(F)cc4)c(=O)c23)C1	·	-3	6	-1	-0.3	4	-11	-4	-9
